# Compound activity: PubChem BioAssay, The Scripps Research Institute Molecular Screening Center
# PAFAH2 inh = inhibitors of human PAFAH2 | Q99487 | recombinant PAFAH2, FP-rhodamine activity probe, fluorescence polarization | inhibition, % at 3.39 µM | 0.99% of 340,000 active | AID 492956;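 active = inhibition above the mean over all tested compounds plus 3 SD, cut at about 30% in these data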;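 also: inhibitors block probe labeling of enzyme so polarization drops; 0% = enzyme with DMSO and 100% = wells lacking PAFAH2 protein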
# GSTO1 counter = blocks human GSTO1 in RBBP9 counter-screen. 1.1% of 300,000 active. P78417. inhibition, % at 5.96 µM. recombinant GSTO1, activity-based probe fluorescence polarization;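 active = inhibition above the campaign mean inhibition plus 3 SD, cut at about 35% in these data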;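 also: 0% = GSTO1-1 with DMSO and 100% = wells lacking GSTO1-1 enzyme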
# pPAFAH FP inh = pPAFAH (human) enzyme inhibition; Q13093; recombinant pPAFAH, FP-rhodamine probe fluorescence polarization; inhibition, % at 3.39 µM; 1.5% of 330,000 active; AID 463082;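 active = inhibition above the mean inhibition across the screen plus 3 SD, cut at about 25% in these data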;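 also: inhibitors block binding of the rhodamine activity-based probe so polarization drops; 0% = enzyme with DMSO and 100% = wells lacking pPAFAH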
# Target sequence (Q13093 whole entry, looked up): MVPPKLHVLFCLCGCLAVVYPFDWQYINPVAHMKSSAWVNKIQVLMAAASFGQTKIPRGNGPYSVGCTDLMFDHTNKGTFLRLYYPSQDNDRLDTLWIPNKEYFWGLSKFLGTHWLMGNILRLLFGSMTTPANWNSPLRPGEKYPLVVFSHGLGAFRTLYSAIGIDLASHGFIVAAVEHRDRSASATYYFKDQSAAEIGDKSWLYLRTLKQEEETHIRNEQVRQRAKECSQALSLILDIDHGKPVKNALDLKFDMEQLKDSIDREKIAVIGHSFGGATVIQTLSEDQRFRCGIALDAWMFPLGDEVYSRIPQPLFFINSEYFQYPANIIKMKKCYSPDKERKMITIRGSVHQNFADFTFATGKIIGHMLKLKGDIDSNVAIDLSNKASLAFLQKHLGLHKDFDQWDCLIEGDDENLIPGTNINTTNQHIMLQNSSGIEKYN
# LYPLA1 inh = blocks human lysophospholipase 1, a PME1 counter-screen; recombinant LYPLA1, FP-Rh probe fluorescence polarization; O75608; AID 2174; inhibition, % at 5.9 µM; 0.16% of 320,000 active;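 active = inhibition above the mean of all tested compounds plus 3 SD, set per campaign, cut at about 14% in these data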;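 also: inhibitors block serine hydrolase probe labeling of LYPLA1 so polarization falls; 0% = enzyme with DMSO and 100% = wells lacking LYPLA1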
# Target sequence (O75608 whole entry, looked up): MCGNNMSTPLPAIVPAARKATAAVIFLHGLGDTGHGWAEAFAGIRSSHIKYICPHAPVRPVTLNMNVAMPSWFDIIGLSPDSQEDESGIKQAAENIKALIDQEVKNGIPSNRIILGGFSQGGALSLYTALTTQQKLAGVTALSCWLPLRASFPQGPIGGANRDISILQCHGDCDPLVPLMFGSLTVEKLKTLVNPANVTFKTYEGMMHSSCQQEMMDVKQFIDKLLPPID
# PREPL inh = inhibitors of human prolyl oligopeptidase-like enzyme PREPL. Q4J6C6. recombinant PREPL, fluorescence polarization activity-based probe. inhibition, % at 5.96 µM. 0.68% of 320,000 active. AID 2751; in the data active = inhibition above about 43%;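 also: 0% = enzyme with DMSO and 100% = wells lacking enzyme; many of its hits are not listed in these tables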
# PAD4 FP inh = blocks human protein arginine deiminase 4; recombinant PAD4, RCA probe fluorescence polarization; inhibition, % at 6.36 µM; Q9UM07; 0.41% of 330,000 active; AID 485272;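 active = percent inhibition above a cutoff equal to the mean of all tested compounds plus 3 SD, cut at about 15% in these data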;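 also: 0% = PAD4 with RCA probe and DMSO and 100% = probe without PAD4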
# PAFAH1B3 inh = blocks human PAF acetylhydrolase 1B catalytic subunit 3; Q15102; recombinant PAFAH1B3, FP-rhodamine probe, fluorescence polarization; inhibition, % at 3.39 µM; 0.28% of 340,000 active; AID 492972;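 active = inhibition above the screen-wide average of all tested compounds plus 3 SD, cut at about 25% in these data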;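 also: 0% = enzyme with DMSO only and 100% = wells lacking PAFAH1B3 protein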
# PAFAH1B2 FP inh = blocks human PAF acetylhydrolase 1b catalytic subunit 2; P68402; recombinant PAFAH1B2, FP-rhodamine activity probe, fluorescence polarization; inhibition, % at 3.39 µM; 1.2% of 340,000 active;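 active = inhibition above the mean of all tested compounds plus 3 SD, cut at about 24% in these data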;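 also: 0% = enzyme with DMSO and 100% = wells lacking PAFAH1B2; many of its hits are not listed in these tables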
# LYPLA2 counter = LYPLA2 (human) inhibition in PME1 counter-screen. recombinant LYPLA2, FP-Rh probe fluorescence polarization. inhibition, % at 5.9 µM. 0.38% of 320,000 active. AID 2177;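 active = inhibition above the screen-wide mean plus 3 SD, limit set per campaign, cut at about 26% in these data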;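 also: 0% = LYPLA2 with DMSO and 100% = wells lacking LYPLA2 enzyme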
# Target sequence (O95372 whole entry, looked up): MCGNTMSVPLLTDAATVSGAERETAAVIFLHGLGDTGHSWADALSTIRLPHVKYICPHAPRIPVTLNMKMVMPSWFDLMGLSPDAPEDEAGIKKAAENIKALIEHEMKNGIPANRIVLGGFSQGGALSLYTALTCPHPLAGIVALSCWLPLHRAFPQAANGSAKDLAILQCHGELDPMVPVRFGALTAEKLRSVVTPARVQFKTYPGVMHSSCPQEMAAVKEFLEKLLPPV
# Starred values were filed as active, the others as inactive; · = no result given.
# Preview:
SMILES,PAFAH2 inh,GSTO1 counter,pPAFAH FP inh,LYPLA1 inh,PREPL inh,PAD4 FP inh,PAFAH1B3 inh,PAFAH1B2 FP inh,LYPLA2 counter
Cc1ccc(COc2cccc(/C=N/NC(=O)c3nnn(-c4nonc4N)c3C)c2)cc1,-4.0,1.6,-1.1,-3.5,2.5,-0.1,-3.7,-2.3,-5.8
O=C(O)c1ccc(C(=O)c2ccc3c(c2)C(=O)N(CCO)C3=O)cc1,6.4,-8.4,0.5,2.2,13.8,-3.9,1.0,4.6,4.5
COc1ccc(-n2nc(C(=O)NCC(=O)NCC3CCCO3)c3ccccc3c2=O)cc1 (configuration not stated),-0.5,2.5,-0.5,5.6,6.7,-0.6,0.5,2.4,2.9
CCNC(=S)N/N=C(\C)c1ccco1,-8.9,4.8,-2.3,4.3,15.7,-7.0,7.0,1.0,6.9
CCC(=O)N1CCc2cc(S(=O)(=O)CCC(=O)NCCc3ccc(S(N)(=O)=O)cc3)ccc21,0.0,1.8,0.0,-2.2,-4.7,5.1,-0.2,-1.0,-1.2
O=C(Cc1ccccc1[N+](=O)[O-])OCC(=O)N1CCN(c2ccccc2)CC1,4.2,6.5,4.7,-0.9,22.8,7.9,14.0,1.7,2.0
Cc1[nH][nH]c(=O)c1C(c1ccc(-c2ccc(Cl)cc2)o1)c1c(C)[nH][nH]c1=O,7.6,65.6*,6.4,0.9,7.6,20.2*,13.5,4.2,-0.5
Nc1ccc(S(=O)(=O)Nc2nccc(/C=C/c3ccccc3F)n2)cc1,·,9.5,12.1,0.5,8.1,-0.8,·,·,7.7

# Main list, previewed entries included:
SMILES,PAFAH2 inh,GSTO1 counter,pPAFAH FP inh,LYPLA1 inh,PREPL inh,PAD4 FP inh,PAFAH1B3 inh,PAFAH1B2 FP inh,LYPLA2 counter
Cc1ccc(COc2cccc(/C=N/NC(=O)c3nnn(-c4nonc4N)c3C)c2)cc1,-4.0,1.6,-1.1,-3.5,2.5,-0.1,-3.7,-2.3,-5.8
O=C(O)c1ccc(C(=O)c2ccc3c(c2)C(=O)N(CCO)C3=O)cc1,6.4,-8.4,0.5,2.2,13.8,-3.9,1.0,4.6,4.5
COc1ccc(-n2nc(C(=O)NCC(=O)NCC3CCCO3)c3ccccc3c2=O)cc1 (configuration not stated),-0.5,2.5,-0.5,5.6,6.7,-0.6,0.5,2.4,2.9
CCNC(=S)N/N=C(\C)c1ccco1,-8.9,4.8,-2.3,4.3,15.7,-7.0,7.0,1.0,6.9
CCC(=O)N1CCc2cc(S(=O)(=O)CCC(=O)NCCc3ccc(S(N)(=O)=O)cc3)ccc21,0.0,1.8,0.0,-2.2,-4.7,5.1,-0.2,-1.0,-1.2
O=C(Cc1ccccc1[N+](=O)[O-])OCC(=O)N1CCN(c2ccccc2)CC1,4.2,6.5,4.7,-0.9,22.8,7.9,14.0,1.7,2.0
Cc1[nH][nH]c(=O)c1C(c1ccc(-c2ccc(Cl)cc2)o1)c1c(C)[nH][nH]c1=O,7.6,65.6*,6.4,0.9,7.6,20.2*,13.5,4.2,-0.5
Nc1ccc(S(=O)(=O)Nc2nccc(/C=C/c3ccccc3F)n2)cc1,·,9.5,12.1,0.5,8.1,-0.8,·,·,7.7
Cc1ccc(S(=O)(=O)N2CCN(C(=O)c3cc(C4CC4)nc4c3cnn4C(C)C)CC2)cc1,4.6,·,2.6,0.5,-1.0,0.0,6.1,0.1,-2.2
Cn1cccc1C(=O)C(=O)Nc1cc(Cl)cc(Cl)c1,1.2,-7.5,0.6,-5.6,-9.9,-3.6,-2.1,-4.6,-6.9
O=C(CSc1nnc(CNC(=O)c2ccc(F)cc2)o1)Nc1nccs1,9.2,5.8,-3.0,-0.5,-0.5,-1.0,7.1,1.1,6.8
CCOC(=O)N1CCC(Nc2c(OCC)c(=O)c2=O)CC1,4.4,2.2,-4.0,4.2,-1.8,0.8,1.7,4.4,-1.0
CCc1nc(-c2ccc(-c3ccc(OC)cc3)nc2OC)no1,1.7,-1.9,3.3,-5.0,-12.6,-3.2,10.7,-4.6,-2.8
Cc1ccc(C)c(Cn2c(O)c(N=NC(=S)Nc3ccccc3F)c3ccccc32)c1,6.9,-6.8,2.4,3.4,9.9,-2.4,9.9,3.4,3.3
CCCOc1cccc(C(=O)NCCNC(=O)c2ccco2)c1,7.5,-1.8,-2.0,-1.5,-8.8,-7.1,0.4,2.7,-4.7
COc1cccc(C(=O)NCCOc2cc(C)cc(C)c2)c1,-12.2,1.1,3.3,0.9,-9.4,-2.5,5.5,1.6,2.9
Cc1ccccc1Nc1nnc(SCC(=O)NC(=O)Nc2ccc3c(c2)OCCO3)s1,·,-0.5,7.5,-5.6,-2.6,-6.5,·,·,-2.1
Cc1sc(NC(=O)C2C3CCC(O3)C2C(=O)O)c(C(=O)OC(C)C)c1-c1ccc(Cl)cc1 (configuration not stated),4.8,-4.9,5.6,0.4,-0.3,-5.2,4.2,5.3,-2.2
CC(C)(C)n1nnnc1C(c1ccc(F)cc1)N1CCN(Cc2ccc3c(c2)OCO3)CC1 (configuration not stated),-5.6,3.8,-2.4,2.9,15.0,-3.6,5.0,-1.4,6.8
O=C(CN1C(=O)NC2(CCCC2)C1=O)OCc1ccccc1F,-0.6,·,-0.3,-3.3,0.7,-4.2,-3.9,0.4,-4.7

# Copied from the list:
# PAD4 FP inh, O=C(O)c1ccc(C(=O)c2ccc3c(c2)C(=O)N(CCO)C3=O)cc1 is entered as -3.9
# PAD4 FP inh, Cc1ccccc1Nc1nnc(SCC(=O)NC(=O)Nc2ccc3c(c2)OCCO3)s1 is entered as -6.5

# (more compounds)
SMILES,PAFAH2 inh,GSTO1 counter,pPAFAH FP inh,LYPLA1 inh,PREPL inh,PAD4 FP inh,PAFAH1B3 inh,PAFAH1B2 FP inh,LYPLA2 counter
CC(=O)Oc1ccc(C(=O)Nc2ccccc2NC(=O)c2ccc(OC(C)=O)cc2)cc1,-1.1,-3.4,-1.9,-4.4,4.7,2.2,-7.5,3.4,4.1
O=C(N/N=C/c1cccnc1)c1ccc(NC(=O)c2ccc(F)cc2)cc1,-5.6,3.8,-2.9,-1.1,-5.5,2.7,-9.0,-2.1,-4.9
O=C(Nc1ccc(S(=O)(=O)N2CCCCC2c2cccnc2)cc1)c1ccccc1F (configuration not stated),5.5,5.9,0.8,-0.5,1.1,3.4,6.8,8.5,4.4
Cc1ccc(NC2CCCN(C(=O)c3ccccc3N3CCOCC3)C2)cc1C (configuration not stated),5.5,-3.8,6.1,0.7,22.1,3.7,-1.2,4.5,4.1
NC(=O)COC(=O)c1ccc(-c2ccc(O)cc2)cc1,5.0,-1.1,4.8,-2.1,-4.3,-4.0,-3.1,3.9,5.5
c1ccc2c(c1)oc1c(NCC3CCCO3)ncnc12 (configuration not stated),-1.3,-2.6,5.1,1.6,4.4,0.4,4.8,4.9,-3.0
O=C(COc1ccc(C(=S)N2CCOCC2)cc1Cl)Nc1ccccc1Cl,2.2,-7.0,1.5,-1.9,8.3,0.7,5.0,4.9,-4.1
CC(OC(=O)c1cccc(S(=O)(=O)N2CCCCC2)c1)C(=O)NC1CCCCC1C (configuration not stated),0.9,4.6,2.3,0.1,-7.0,2.7,6.8,1.0,-0.2
C[C@H](CO)N1C[C@H](C)[C@@H](CN(C)S(C)(=O)=O)Oc2ccc(NC(=O)Cn3cnnn3)cc2C1=O,1.8,·,0.0,·,-1.1,2.4,7.6,8.6,·
S=c1nc(NCc2cccc(Cl)c2)c2ccccc2[nH]1,-1.6,13.2,8.9,-3.7,13.3,-3.0,-1.8,5.3,1.6
COc1ccc(/C=C(\C#N)C(=O)N=CN(C)C)cc1,2.9,2.2,-2.4,-2.9,-0.4,-4.1,-1.9,0.5,0.5
CC1CC(C)(C)CC2(C1)NC(=O)N(CC(=O)N1CCN(S(=O)(=O)c3cccs3)CC1)C2=O (configuration not stated),4.3,·,-0.3,-3.5,0.8,-1.0,-6.0,16.3,-4.9
Cc1nc2c(C(=O)NCc3ccccc3Cl)c[nH]n2c(=O)c1Cl,29.1,-3.1,32.1*,-1.9,6.0,-0.1,0.8,-2.5,1.8
Cc1cnn(C(=O)c2ccccc2Br)c1,·,1.1,-1.7,-1.3,33.5,-2.0,·,·,5.0
O=C1CC2c3ccccc3C1C1C(=O)N(Cc3ccccc3)C(=O)C21 (configuration not stated),9.7,-1.4,-0.8,0.1,-4.6,2.4,10.3,3.4,3.3
COc1ccccc1-c1cnn2c(N3CCOCC3)cc(C)nc12,-3.6,11.4,0.6,-1.3,5.3,3.4,9.6,7.1,-9.4
COC(C[C@H](O)C[C@H](O)[C@H](C)OCc1ccccc1)OC,-11.5,·,5.3,-1.6,5.7,-2.9,-9.1,-1.8,-0.1
Cc1ccc(C(=O)N2CCC(n3nccc3NC(=O)c3ccccc3C)CC2)cn1,-4.0,-1.5,-3.3,0.1,0.4,-1.1,2.8,11.8,-1.6
O=C(Cc1c[nH]c2ccccc12)NCc1ccc2c(c1)OCO2,5.8,20.0,3.0,2.4,-4.1,-4.3,5.5,-1.1,7.3
Cc1ccnc(SCCn2c(N3CC(C)CC(C)C3)nc3c2c(=O)n(C)c(=O)n3C)n1 (configuration not stated),-0.3,10.2,2.3,4.5,15.2,-0.2,7.7,3.4,-0.5
COc1cc(CNc2nc3ccccc3n2C)cc(OC)c1OC,0.1,3.5,0.3,5.8,2.2,1.5,-8.0,-5.2,4.5
C=CCNC(=O)C1CCN(c2ccc(S(=O)(=O)N3CCOCC3)cc2Cl)CC1,-1.8,1.8,-3.6,-1.4,1.8,1.6,-3.0,0.9,-1.3
CN(C(=O)COC(=O)CCC1CCCCC1)c1c(N)n(Cc2ccccc2)c(=O)[nH]c1=O,4.1,9.9,-1.6,-0.3,-3.8,-2.7,2.2,5.1,1.8
COc1cc2sc3cc(NCc4ccc5c(c4)OCO5)ccc3c(=O)c2cc1OC,-28.1,·,-3.3,·,24.0,-2.5,-1.8,-4.7,·
CCCCCn1c(=O)c(Cc2ccccc2)c(O)c2ccccc21,4.5,-0.6,16.3,-5.6,6.5,-6.6,6.1,6.1,0.1
CN(C)S(=O)(=O)N1CCC(Oc2ccc(C(=O)NCC(C)(C)CO)cc2)CC1,3.5,-2.6,0.3,-1.4,-1.4,-4.0,12.6,-1.2,3.2
CCOc1cc(-c2noc(N)c2C#N)cc(OCC)c1OCC,2.4,0.4,-3.6,-3.0,-5.6,0.4,5.3,-1.3,-2.5
O=C(O)CCCNS(=O)(=O)c1ccc(NCc2ccccc2)c(C(=O)O)c1,-2.7,-4.8,4.0,4.9,2.0,5.8,3.0,6.0,17.2
Cc1c(C#N)c2ccccc2n1CC(=O)N1CCCC1,-15.3,2.6,-1.3,-1.4,-3.7,0.5,3.7,3.5,3.7
O=C(CN1C(=O)c2ccccc2C1=O)N1CCN(C(=O)c2ccco2)CC1,8.2,-3.0,4.6,-2.7,4.0,1.9,12.6,-2.4,10.8
COc1ccccc1CNC(=O)C/C(C)=N/NC(=O)Cc1ccccc1,-6.1,5.8,4.2,-2.6,5.1,-1.5,14.1,0.4,0.0
N#Cc1ccccc1OCC(=O)OCC(=O)c1c[nH]c2ccccc12,1.4,·,3.5,-1.9,-1.2,-2.5,-1.5,0.7,-1.6

# Some of the compounds tested. The share of hits here may be higher or lower than overall.
